Screening data: PubChem BioAssay, several laboratories
OX1R antag: OX1R (HCRTR1) antagonists, primary screen, fluorescence, CHO/OX1R cells, Fluo-8 calcium, orexin A; Orexin/Hypocretin receptor type 1 (Homo sapiens), O43613; Fluo-8 calcium fluorescence; inhibition, % at 5 µM; 330,000 tested, 0.43% active; AID 434989, 2010;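 active = inhibition above its plate's threshold, mean inhibition of all tested compounds on the plate plus 3 SD, cut at about 37% in these data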;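 note: 0% = orexin A challenge wells and 100% = SB-334867-A antagonist wells; not every result past the cut was called active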
Target sequence (O43613 whole entry, looked up): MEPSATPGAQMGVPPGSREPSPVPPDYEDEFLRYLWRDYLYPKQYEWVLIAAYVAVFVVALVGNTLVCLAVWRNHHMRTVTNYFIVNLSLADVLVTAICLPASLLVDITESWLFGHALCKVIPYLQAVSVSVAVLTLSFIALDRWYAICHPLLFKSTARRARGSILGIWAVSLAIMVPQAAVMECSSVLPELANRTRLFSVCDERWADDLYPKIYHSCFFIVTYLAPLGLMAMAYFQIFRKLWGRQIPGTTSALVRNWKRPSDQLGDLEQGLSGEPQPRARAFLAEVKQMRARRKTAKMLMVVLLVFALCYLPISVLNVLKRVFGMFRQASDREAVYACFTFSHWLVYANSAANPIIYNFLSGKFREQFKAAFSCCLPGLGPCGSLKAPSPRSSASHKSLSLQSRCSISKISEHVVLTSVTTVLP
CHT allo act: CHT positive allosteric modulators, primary screen, cell-based, membrane potential dye, choline EC20 | High affinity choline transporter 1 (Homo sapiens), Q9GZV3 | CHT-expressing cells; stronger effect = higher value; LV-AA mutant CHT in HEK293 cells | B-score at 10 µM | 310,000 tested, 0.49% active;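 active = initial fluorescence not abnormally high and integrated response B-score, plate-corrected, over 3 SD above library mean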
Target sequence (Q9GZV3 whole entry, looked up): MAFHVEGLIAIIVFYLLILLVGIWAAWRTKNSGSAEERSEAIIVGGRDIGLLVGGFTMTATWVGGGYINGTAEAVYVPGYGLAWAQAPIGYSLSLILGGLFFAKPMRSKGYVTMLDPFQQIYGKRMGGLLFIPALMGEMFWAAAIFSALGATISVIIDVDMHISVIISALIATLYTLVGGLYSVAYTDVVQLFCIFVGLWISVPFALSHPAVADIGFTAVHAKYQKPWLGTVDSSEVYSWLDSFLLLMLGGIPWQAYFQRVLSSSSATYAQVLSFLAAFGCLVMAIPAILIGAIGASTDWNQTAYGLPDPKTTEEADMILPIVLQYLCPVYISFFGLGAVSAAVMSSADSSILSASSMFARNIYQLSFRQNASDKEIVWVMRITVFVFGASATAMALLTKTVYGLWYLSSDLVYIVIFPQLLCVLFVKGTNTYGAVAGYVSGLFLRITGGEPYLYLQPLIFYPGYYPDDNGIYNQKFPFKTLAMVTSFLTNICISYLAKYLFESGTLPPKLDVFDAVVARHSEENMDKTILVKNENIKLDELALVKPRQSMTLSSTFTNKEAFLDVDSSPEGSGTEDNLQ
* = called active by the depositor; i = inactive; · = not tested or not shown. Some of the compounds tested; rates above refer to the full screens.

SMILES | OX1R antag | CHT allo act
COc1ccc(CCn2c(O)c(/C=N/N3CCCCC3)c(=O)[nH]c2=O)cc1OC | -28.3 | i
COc1cc(CN2CCNCC2)cc(OC)c1OC | -1.4 | i
Cc1ccc(-n2c(O)c(/C=N/N3CCOCC3)c(=O)[nH]c2=S)cc1 | -1.3 | i
CC(C(=O)c1cn(C)c2ccccc12)c1ccccc1 (stereo not given) | -25.0 | i
CC1CC(C)CN(CC(=O)c2ccc(OC(F)F)cc2)C1 (stereo not given) | -10.1 | i
CCOC(=O)C1=C(N)OC2=C(C(=O)CC(C)(C)C2)C12C(=O)Nc1ccccc12 (stereo not given) | -14.6 | i
CN(C)C(=O)Oc1cc(=O)n2c3c(cccc13)CCC2 | -4.1 | i
CC1CN(c2ccc([N+](=O)[O-])c3cccnc23)CC(C)N1 (stereo not given) | -23.9 | i
CCC1=CCN(CCc2c(C)[nH]c3ccccc23)CC1 | -10.9 | i
Cc1c(N=Cc2c(O)n(CCc3ccccc3)c(=O)[nH]c2=O)c(=O)n(-c2ccccc2)n1C | -8.0 | i
COc1ccc(C2C(C(=O)N3CCC4(CC3)OCCO4)c3cc(OC)c(OC)cc3C(=O)N2C)cc1 (stereo not given) | -14.2 | i
COC(=O)C1C2c3ccccc3C(c3ccccc32)C1C(=O)OC (stereo not given) | -7.2 | i
C[C@@H]1O[C@@H](O[C@@H]2C=C3CCC4C(CC[C@]5(C)[C@@H](c6ccc(=O)oc6)CC[C@]45O)[C@@]3(C)CC2)[C@H](O)[C@H](O)[C@H]1O (stereo not given in full) | -14.2 | i
Cc1ccc(-n2nc(C)cc2NC(=O)COc2cc(C)cc3oc(=O)c4c(c23)CCC4)cc1 | -20.8 | i
O=C(C1CCN(c2nc3ccc(Br)cc3s2)CC1)N1CCC2(CC1)OCCO2 | 15.3 | i
COc1cccc(C(=O)C2CCCN(Cc3cccc4c3OCO4)C2)c1 (stereo not given) | -32.3 | i
O=C1C2CCN(CC2)C1Cc1ccc(OCc2ccccc2)cc1 (stereo not given) | -8.9 | i
N[C@@H](Cc1c[nH]c2ccccc12)c1nnc(SCc2ccccc2F)o1 | 6.0 | i
O=S(=O)(c1ccc(O)cc1)c1ccc(O)cc1 | 1.6 | i
COC1=CC(=O)[C@]2(C=C1OC)OC[C@@H]1Oc3c(ccc4c3C=CC(C)(C)O4)C(=O)[C@@H]12 | 60.3* | ·
CC1=CC(=O)OC2CC3OC4C[C@@H](C)C5OC6CC7O[C@]8(C)C/C=C\C9OC%10CC%11OC(CC(C)C%12OCCO%12)CC(O)[C@]%11(C)OC%10CC9OC8C[C@]7(C)O[C@]6(C)CCC5OC4C[C@]3(C)OC12 (stereo not given in full) | -22.6 | ·
CCOS(C)(=O)=O | -2.9 | ·
COc1ccc(C(=O)C2CCCN(Cc3ccsc3)C2)cc1OC (stereo not given) | -25.5 | i
CC(=O)OC1N=C(c2ccccc2)c2ccccc2NC1=O (stereo not given) | -12.5 | i
NCCc1ccc(OCc2ccccc2)c(OCc2ccccc2)c1 | 11.5 | ·
COC(=O)C1=C(c2ccc(OCc3ccccc3)cc2)C[C@@H]2CC[C@H]1N2C(=O)NCc1cccc(OC)c1 | 22.3 | ·
CCC(C)C12CN3CCN(CC(C)(C3)C1O)C2 (stereo not given) | 1.9 | i
O=C1NC(=O)N(CC2CCCO2)C(=O)/C1=C/c1cccs1 (stereo not given) | -9.2 | i
C=CCn1c(O)c(C(CC)=NC(C)c2ccccc2)c(=O)[nH]c1=O (stereo not given) | -27.4 | i
COC(=O)C1=CO[C@@H](C)[C@H]2CN3CC[C@]4(C(=O)Nc5ccccc54)[C@@H]3C[C@H]12 | -16.9 | i
CCOc1cc2c(cc1OCC)-n1cccc1C(c1cccc(F)c1F)NC2 (stereo not given) | -32.4 | i
CCNc1nc2[nH]c(=O)c3c(c2s1)OC(N)=C(C#N)C3c1cccs1 (stereo not given) | -18.9 | i
Cc1ccc(N2C(=O)NC(=O)/C(=C\c3ccoc3)C2=O)cc1 | -5.1 | i
CC(=NCCN1CCCCC1)c1c(O)n(Cc2ccccc2)c(=O)[nH]c1=O | -17.0 | i
COC(=O)C1=C(c2cccc(OC)c2OC)C[C@@H]2CC[C@H]1N2C(=O)N1CCC(C)CC1 | -2.2 | i
N=C1c2ccccc2CN1c1ncccn1 | 2.2 | 7.89*
C[C@]12CCC3C(CC[C@H]4C[C@@H](O)CC[C@]34C)C1C[C@@H](Br)[C@@H]2O (stereo not given in full) | 10.7 | ·
C[C@@]1([C@@H](NP(=O)(c2ccccc2)c2ccccc2)c2ccccc2)C[C@H]1CCO | -43.5 | i
COc1ccc(OC)c(CN2CCN(C(=O)COc3cccc(C)c3)CC2)c1 | -33.2 | i
Cc1ccc2ccccc2c1NC(=O)CNC1CCCCC1 | -30.3 | i
CCOc1ccc2c(c1)c(C(C)=O)c(C)n2Cc1ccco1 | -21.7 | i
COc1ccc(N=C2SCCCN2C)cc1 | -7.8 | i
O=C(Nc1ccc2c(c1)OCO2)c1cn(Cc2ccc(F)cc2)nn1 | -7.6 | i
Cc1cccc(N=Nc2ccc(N(C)C)cc2)c1 | -6.0 | i
O=C(O)Cn1cc(/C=C2\C(=O)NC(=O)N(c3ccc(Cl)cc3)C2=O)c2ccccc21 | 8.8 | i
Cc1occc1C(=O)N1CCC2(CC1)OCCO2 | -14.4 | i
O=C(NCNC(=O)NC1C(=O)NC(=O)N1CO)NC1C(=O)NC(=O)N1CO (stereo not given) | -14.0 | i
CN1C(=O)C(=Cc2ccccc2Oc2ccc(Cl)cc2)C(=O)N(C)C1=O | -5.4 | i
COC(=O)C1=C(c2ccccc2)C[C@@H]2CC[C@H]1N2C(=O)N1CCCC1 | -8.6 | i
CCOc1cc(C=C2C(=O)NC(=O)NC2=O)ccc1OCC(=O)N1CCOCC1 | -15.5 | i

Complete entries from above.
CCOc1ccc2c(c1)c(C(C)=O)c(C)n2Cc1ccco1 is listed with OX1R antag: -21.7; CHT allo act: i
CN1C(=O)C(=Cc2ccccc2Oc2ccc(Cl)cc2)C(=O)N(C)C1=O is listed with OX1R antag: -5.4; CHT allo act: i

A portion from the list above:
SMILES | OX1R antag | CHT allo act
C[C@]12CCC3C(CC[C@H]4C[C@@H](O)CC[C@]34C)C1C[C@@H](Br)[C@@H]2O (stereo not given in full) | 10.7 | ·
C[C@@]1([C@@H](NP(=O)(c2ccccc2)c2ccccc2)c2ccccc2)C[C@H]1CCO | -43.5 | i
COc1ccc(OC)c(CN2CCN(C(=O)COc3cccc(C)c3)CC2)c1 | -33.2 | i
Cc1ccc2ccccc2c1NC(=O)CNC1CCCCC1 | -30.3 | i
CCOc1ccc2c(c1)c(C(C)=O)c(C)n2Cc1ccco1 | -21.7 | i
COc1ccc(N=C2SCCCN2C)cc1 | -7.8 | i
O=C(Nc1ccc2c(c1)OCO2)c1cn(Cc2ccc(F)cc2)nn1 | -7.6 | i
Cc1cccc(N=Nc2ccc(N(C)C)cc2)c1 | -6.0 | i
O=C(O)Cn1cc(/C=C2\C(=O)NC(=O)N(c3ccc(Cl)cc3)C2=O)c2ccccc21 | 8.8 | i
Cc1occc1C(=O)N1CCC2(CC1)OCCO2 | -14.4 | i
O=C(NCNC(=O)NC1C(=O)NC(=O)N1CO)NC1C(=O)NC(=O)N1CO (stereo not given) | -14.0 | i
CN1C(=O)C(=Cc2ccccc2Oc2ccc(Cl)cc2)C(=O)N(C)C1=O | -5.4 | i
COC(=O)C1=C(c2ccccc2)C[C@@H]2CC[C@H]1N2C(=O)N1CCCC1 | -8.6 | i
CCOc1cc(C=C2C(=O)NC(=O)NC2=O)ccc1OCC(=O)N1CCOCC1 | -15.5 | i

Other compounds.
SMILES | OX1R antag | CHT allo act
Cc1cccc(OP(N)(=O)Oc2cccc(C)c2C)c1C | -16.2 | i
Cc1cc(C)cc(N2C(=O)NC(=O)/C(=C\c3cccn3-c3ccccc3)C2=O)c1 | -4.6 | i
COc1cccc2cc(-c3cc(=O)oc4ccc(OC(=O)N(C)C)cc34)oc12 | -16.1 | i
O=c1c2ccccc2nc(-c2ccccc2Cl)n1-c1cccc(O)c1 | · | i
Cc1nc2ccsc2c(=O)n1-c1ccccc1Cl | -8.9 | i
C=CCn1c(O)c(C(CC)=Nc2cccc(C(F)(F)F)c2)c(=O)[nH]c1=O | -9.7 | i
Cc1cc(C=C2C(=O)NC(=O)NC2=O)c(C)n1-c1ccncc1 | -5.5 | i
Cc1ccc2c(c1)C1CN(C)CCC1N2C(=O)/C=C/c1ccc2c(c1)OCO2 (stereo not given) | -15.7 | i
CC(=NCc1cccnc1)c1c(O)n(-c2ccc(Cl)cc2)c(=O)[nH]c1=O | -20.1 | i
CC1(C)CN=C(Nc2ccc(F)c(Cl)c2)S1 | -35.5 | i
Fc1ccccc1CNCCc1c[nH]c2ccccc12 | -16.4 | i
COc1cc2c(C(=O)O)c(C)n(C)c2cc1Br | -13.0 | i
COc1ccc2[nH]c(C)c(CCNCc3cccnc3)c2c1 | 4.1 | ·
Cc1ccc(-n2c(C)nc3ccccc3c2=O)cc1C | -9.2 | i
NCCc1ccc(O)cc1 | 4.4 | i
O=C1NCN(c2ccccc2)C12CCNCC2 | -22.0 | i
CCCC(=O)NC(Oc1ccccc1Cl)C(Cl)(Cl)Cl (stereo not given) | -21.4 | i
Cc1c(C(=O)N2CCC3(CC2)OCCO3)sc2ncnc(N3CCN(c4ccccn4)CC3)c12 | -8.0 | i
Cc1cc(/C=C2\C(=O)NC(=O)N(c3ccc(Br)cc3)C2=O)c(C)n1C | -13.1 | i
CN1C(=O)N(C)C(=O)C2(Cc3cc(NC(=O)c4ccccc4)ccc3N3CCCC32)C1=O (stereo not given) | -11.6 | i
O=c1cccc2n1CC1CC2CN(C(c2ccccc2)c2sc3ncnn3c2O)C1 (stereo not given) | -15.1 | i
CCN1CCN(C(=O)COc2ccc(S(=O)(=O)N(C)Cc3ccccc3)cc2)CC1 | -19.6 | i
COc1ccc(S(=O)(=O)NC(CC(=O)N2CCC3(CC2)OCCO3)C(C)C)cc1 (stereo not given) | -25.8 | i
COc1ccccc1CC1/C(=N/O)C2CCN1CC2 (stereo not given) | -11.1 | i
Cc1c2cnn(CC(=O)N3CCC4(CC3)OCCO4)c(=O)c2c(C)n1Cc1ccccc1 | -15.8 | i
O=C(c1ccc(C(F)(F)F)cc1)C1CCCN(C2CCSCC2)C1 (stereo not given) | -25.2 | i
Brc1ccc2c(c1)C(OC1CN3CCC1CC3)c1ccccc1CS2 (stereo not given) | -10.1 | i
O=C1c2ccccc2C(=O)N1Cc1nc2ccccc2c(=O)n1-c1cccnc1 | -11.3 | i
N=C1c2ccccc2CN1NC(=O)c1ccco1 | -5.8 | ·
CC(C)(C)n1cc(C(=O)c2ccccc2OCCCF)cn1 | -26.1 | i
Cc1ccc2c(c1)C1C[N+](C)(CC(=O)c3ccc(Cl)cc3Cl)CCC1N2C(=O)c1ccc(F)cc1 (stereo not given) | -13.5 | ·
COC(=O)C1=C(c2ccc(-c3ccccc3)c(F)c2)C[C@@H]2CC[C@H]1N2C(=O)NC1CC1 | 1.0 | ·
O=C1NC(=O)C(=Cc2ccsc2)C(=O)N1 | 0.1 | i
CC1(C)C(c2ccccc2)=NC(c2cccnc2)N1O (stereo not given) | -8.3 | i
CC(C)(C)N1Cc2ccccc2C1=N | 2.3 | i
COC(=O)C1=C(c2ccc3ccccc3c2)C[C@@H]2CC[C@H]1N2C(=O)N1CCC(O)CC1 | -16.4 | ·
O=C1NC(=O)C(=Cc2ccc3ccccc3c2)C(=O)N1 | 5.0 | i
C[C@]12CC[C@@H](O)CC1=CCC1C2CC[C@@]2(C)C1C[C@@H](F)[C@@H]2O (stereo not given in full) | 15.4 | ·
c1ccc(C2NCc3ccccc3-n3cccc32)cc1 (stereo not given) | -18.4 | i
COP(=O)(NS(=O)(=O)c1ccccc1)OC | 2.5 | i
O=[N+]([O-])c1cccc(CN2CC=C(c3ccc(F)cc3)CC2)c1 | · | i
O=C(N/N=C/c1c(O)n(Cc2ccc(F)cc2)c(=S)[nH]c1=O)c1ccncc1 | -4.4 | i
Cc1cccc(NC(=S)N2CC3CC(C2)c2cccc(=O)n2C3)c1C (stereo not given) | -5.6 | i
COC(=O)C1=C(c2cc3ccccc3s2)C[C@@H]2CC[C@H]1N2C(=O)NCC1CC1 | -24.7 | i
O=C(C1CCN(S(=O)(=O)N2CCOCC2)CC1)N1CCC2(CC1)OCCO2 | -11.0 | i
Nc1ccc([N+](=O)[O-])cc1 | -2.4 | ·
C#CC[N+]1(C)[C@@H]2CC[C@H]1CC(OC(=O)C(CO)c1ccccc1)C2 (stereo not given in full) | 0.8 | i
CCC(C(=O)N1CCC2(CC1)OCCO2)n1c2ccccc2c2nc(=O)cc(C)n21 (stereo not given) | -26.5 | i
CCCCCn1c(=O)c(C(=O)Nc2ccccc2)c(O)c2ccccc21 | -11.4 | i
CCOc1ccc(N2C(=O)/C(=C/c3ccco3)C(=O)NC2=S)cc1 | -17.4 | i

Next part:
SMILES | OX1R antag | CHT allo act
CC#CP(=O)(OCC)C(O)(c1ccccc1)C(F)(F)F (stereo not given) | -4.7 | i
Cc1ccc(S(=O)(=O)N2CC2(C)CCl)cc1 (stereo not given) | -9.7 | i
CCN(CC)c1ccc(N=Cc2c(O)n(CCC3=CCCCC3)c(=O)[nH]c2=O)cc1 | -10.1 | i
CNS(=O)(=O)c1ccc(N=Cc2c(O)n(-c3ccc(C)cc3)c(=O)[nH]c2=O)cc1 | -10.4 | i
O=c1[nH]c(O)c(N=Nc2cc(C(F)(F)F)ccc2Cl)c(=O)[nH]1 | -22.3 | i
Cc1cccc(N=Cc2c(O)n(C)c(=O)n(C)c2=O)c1 | -19.0 | i
CN1C2CCC1CC(OC(=O)CCN1CCCC1)C2 (stereo not given) | -0.6 | i
CCOC(=O)Cn1cc(C=C2C(=O)N(C)C(=O)N(C)C2=O)c2ccccc21 | -19.1 | i
CCc1c(C)nc(N)nc1N1N=C1SCC(=O)OC | -10.6 | i
COC(=O)C1=C(c2ccc3ccccc3c2)C[C@@H]2CC[C@H]1N2C | -9.3 | ·
